IMPase cell inh: IMPase inhibition in cells; 120,000 tested, under 10 active; inhibition (IP1 accumulation), % at 46.1 µM; P97697; CHO-M1 cells, IP1 accumulation, HTRF TR-FRET ratio; active = well fitted curve in the direction sought with a large enough effect in the signal ratio, not every such curve was filed as active; inconclusive = small, poorly fitted or top-dose-only effect, or a change in a side signal; inactive = no such curve, though single readings can be large or run the other way; the % refers to the signal ratio;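 also: cells stimulated with carbachol in lithium chloride buffer; plate controls were DMSO basal wells for no effect and reference inhibitor wells for full effect; higher means more IMPase inhibition seen as more IP1 and lower FRET ratio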
Target sequence (P97697 whole entry, looked up): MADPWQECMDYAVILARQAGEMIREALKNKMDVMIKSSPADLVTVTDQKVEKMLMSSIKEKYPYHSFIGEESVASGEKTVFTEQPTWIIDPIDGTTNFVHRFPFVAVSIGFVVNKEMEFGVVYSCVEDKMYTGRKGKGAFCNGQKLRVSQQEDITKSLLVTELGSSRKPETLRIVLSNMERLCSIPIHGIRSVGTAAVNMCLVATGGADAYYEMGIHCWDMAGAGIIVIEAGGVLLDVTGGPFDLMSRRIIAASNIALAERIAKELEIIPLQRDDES
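The IP-One HTRF competitive assay in carbachol-stimulated CHO-M1 cells quantifies cellular IP1. Compounds spanned up to 46 uM final, and activity is expressed as AC50 from concentration-response fits of the ratio and donor data.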
ALOX15B inhib: blocks human 15-lipoxygenase 2 activity; 0.56% of 110,000 active; AID 881; purified 15hLO-2, xylenol orange hydroperoxide absorbance; Potency, µM (series often up to 57.1 µM), for inactives: at the highest dose activity change, negative = inhibition, actives largely listed as inhibitors; also: potency is read from the fitted curve at half-maximal effect; nearly all actives have a fitted effect of over 60% in size; many of its hits are not listed in these tables
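Screening format was qHTS against 50 nM purified 15hLO-2 in Hepes pH 7.5 with detergent. Activity follows hydroperoxide formation from 45 uM arachidonic acid, measured as 573:405 nm absorbance ratio of the ferric-xylenol orange complex.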
ALOX12 inhib: 12-hLO (ALOX12) enzyme inhibition | 0.12% of 150,000 active | Potency, µM (doses to about 57.1 µM), for inactives: at the top dose activity change, negative = inhibition, actives largely listed as inhibitors | purified 12-hLO, xylenol orange hydroperoxide absorbance | P18054 | AID 1452; also: potency is read from the fitted curve at half-maximal effect; nearly all actives have a fitted effect of over 55% in size; many of its hits are not listed in these tables
Target sequence (P18054 whole entry, looked up): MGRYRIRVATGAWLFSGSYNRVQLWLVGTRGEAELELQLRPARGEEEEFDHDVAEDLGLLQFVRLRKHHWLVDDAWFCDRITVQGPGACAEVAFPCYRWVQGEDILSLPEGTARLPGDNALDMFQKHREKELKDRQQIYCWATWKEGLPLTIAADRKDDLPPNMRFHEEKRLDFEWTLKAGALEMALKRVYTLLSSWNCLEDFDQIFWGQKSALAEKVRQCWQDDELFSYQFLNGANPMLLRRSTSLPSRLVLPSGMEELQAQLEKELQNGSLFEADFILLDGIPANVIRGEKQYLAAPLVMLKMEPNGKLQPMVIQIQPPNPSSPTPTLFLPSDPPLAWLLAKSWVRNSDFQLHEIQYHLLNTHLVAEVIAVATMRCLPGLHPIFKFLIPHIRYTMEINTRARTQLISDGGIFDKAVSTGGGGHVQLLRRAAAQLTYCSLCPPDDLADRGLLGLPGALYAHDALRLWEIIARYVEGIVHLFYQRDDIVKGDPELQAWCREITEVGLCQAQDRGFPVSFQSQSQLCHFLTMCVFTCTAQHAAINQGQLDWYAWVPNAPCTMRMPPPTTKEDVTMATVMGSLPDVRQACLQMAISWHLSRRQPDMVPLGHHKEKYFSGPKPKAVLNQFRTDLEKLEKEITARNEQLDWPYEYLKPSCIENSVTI
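Hydroperoxide output read as Fe(III)-xylenol orange absorbance, 573-to-405 nm ratio, after 30 min reaction with 40 uM arachidonic acid. Enzyme: 150 nM purified human 12hLO, 15 min compound preincubation; 25 mM Hepes pH 7.0, room temperature.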
PNC inhibitor: inhibitors of perinucleolar compartment assembly | PC3M PTB-GFP, PNC prevalence imaging, 16 h; active compounds read low | activity change (PNC), negative = inhibition, % at 10 µM | 3.1% of 140,000 active;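 active = readout at or below -70, meaning at least 70% loss of cells showing the perinucleolar compartment, a nuclear body marking cancer cells; inconclusive = readout between -30 and a set limit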;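 also: plate controls were DMSO wells for no effect and camptothecin positive control wells for full effect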
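Compounds are pinned in duplicate onto adhered PC3M cells stably expressing GFP-tagged PTB and incubated 16 h at 37 C. Cells are then fixed, nuclei stained with Hoechst, and PNC-positive cells counted.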
Starred values were filed as active, the others as inactive; ? = inconclusive; . = no result given; & = joins results of further samples; ! = repeats disagree; [ ] = another dose, or the depositor's remark. Unless noted, calls follow the shape of the dose curve; as a rule, active = well fitted curve in the direction sought with a large enough effect; inconclusive = small, poorly fitted or top-dose-only effect, or another doubt; inactive = no such curve, though single readings can be large; an effect the other way counts as inactive or inconclusive. Unless noted, % is scaled to controls: 0 for no effect and ±100 for the full control effect.

IMPase cell inh	ALOX15B inhib	ALOX12 inhib	PNC inhibitor	canonical_smiles
-5	.	-3%	19	O=c1c(Cl)c(N2CCN(c3ccc(F)cc3)CC2)cnn1-c1nc2ccccc2s1
1	-12%	-4%	21	CCOC(=O)c1sc(NC(=O)CSc2n[nH]c(-c3ccccc3)n2)c(C#N)c1C
6	-2%	1%	6	O=C1CCCC2=C1C(c1ccccc1)n1c(s/c(=C/c3cccc(F)c3)c1=O)=N2 (stereo not drawn)
-2	5%	0%	12	CC(=O)Nc1ccc(C(=O)CSc2nnc(Cn3nnc4ccccc43)n2C)cc1
0&17	?	-13%&-3%	-100*!	Cc1c(N=Cc2c(O)n(Cc3ccco3)c(=O)c3ccccc23)c(=O)n(-c2ccccc2)n1C
-1	0%	-2%	-28	Clc1ccc(-c2nn3c(-c4ccccc4)nnc3s2)cc1
.	.	-2%	?	Cc1ccc(NC(=O)Nc2ccc(Cl)cc2)c(Br)c1
8	22%	5%	7	COc1ccc(C(=O)NC(Oc2ccccc2)C(Cl)(Cl)Cl)cc1 (stereo not drawn)
-10	-2%	2%	60	CCOC(=O)CC(=O)CSc1nc(-c2cccnc2)ccc1C#N
8	5µM*	?	17	CC(C)c1ccc(O)c(N)c1
.	.	-1%	0	COc1ccc(NC(=O)Cn2nnc(-c3ccccc3NS(=O)(=O)c3ccccc3)n2)cc1
-27	-4%	0%	-24	CCOC(=O)c1c[nH]c2c(Cl)ccc(Cl)c2c1=O
8	10%	-5%	?	CO/N=C(\c1nonc1N)N1CCN(c2ccc([N+](=O)[O-])cc2Cl)CC1
15	?	-5%	?	O=C(NCc1ccccc1)c1ccc2nc(-c3ccco3)c(-c3ccco3)nc2c1
.	6%	2%	.	COCC(=O)N1CCC2(CC1)CCN(c1ccncc1)CC2

The results go on:
IMPase cell inh	ALOX15B inhib	ALOX12 inhib	PNC inhibitor	canonical_smiles
.	.	-1%	40	On1nnc2ccc3ccccc3c21
5	-24%	2%	40	Clc1ccc(-c2nnc3n2CCCC3)cc1
-11	.	-14%	49	CC(C)c1[nH]nc2c1C(c1cccs1)C(C#N)=C(N)O2 (stereo not drawn)
6	16%	-2%	?	N#CC(C(=O)NC1CC1)c1nc2ccccc2nc1N1CCN(C/C=C/c2ccccc2)CC1 (stereo not drawn)
-5	-1%	-12%	16	CCc1ccc2[nH]c(=O)c(C(c3nnnn3Cc3ccc(OC)cc3)N3CCOCC3)cc2c1 (stereo not drawn)
-16	2%	2%	?	COCCCn1c(=S)[nH]c2ccc(N3CCOCC3)cc2c1=O
-1	46%[activator]	0%	-11	CCN(CC)CCn1c(NCc2ccc(C)o2)nc2ccccc21
.	.	1%	24	CC(=O)NC(Cc1ccc(C)cc1)C(=O)NC1CCN(C(=O)c2ccc([N+](=O)[O-])cc2)CC1 (stereo not drawn)
-9	-3%	-3%	?	COC(=O)CSc1nnc2n1C(C)(C)Cc1ccccc1-2
.	.	-3%	45	CC(=O)Nc1ccc(S(=O)(=O)Oc2ccc(C=O)cc2)cc1
.	.	-4%	36	COc1ccc(NC(=O)c2ccc(-c3ccc(C)c4ccccc34)o2)cc1
2	2%	-4%	-4	COC(=O)c1cccc(NC(=O)/C(=C\c2ccccc2)NC(=O)c2ccccc2Cl)c1
3	0%	-3%	11	CCCCN(C)C(=O)C(Cc1ccccc1)NS(=O)(=O)c1ccc2c(c1)CCC(=O)N2 (stereo not drawn)
-6	.	6%	-5	CCOC(=O)CSc1nnc([C@H](CC(C)C)NC(=O)OC(C)(C)C)o1
0	-7%	3%	125	CSCCC(C(=O)N1C[C@]2(C)C[C@H]1CC(C)(C)C2)N1C(=O)c2ccccc2C1=O (stereo partly drawn)

More compounds:
IMPase cell inh	ALOX15B inhib	ALOX12 inhib	PNC inhibitor	canonical_smiles
.	.	-2%	?	CCCc1cc(=O)[nH]c(SCc2csc(-c3ccccc3)n2)n1
?	-4%	-27%	?	COc1ccc(OC)c(C2C(C(=O)c3cc4ccccc4o3)=C(O)C(=O)N2c2cc(C)on2)c1 (stereo not drawn)
-4	3%	0%	24	COc1cc(C(=O)COC(=O)CNC(=O)C2CCCCC2)cc(OC)c1OC
11	4%	12%	55	CCOC(=O)CCn1nnc(N)n1
.	.	1%	-13	CC(C)(C)c1ccc(C(=O)Nc2ccc(Cl)cc2)cc1
?	-10%	5%	?	COC(=O)c1ccc(CSc2nnc(NC(=O)c3cc4c(s3)CCCC4)s2)cc1
-3	-1%	0%	28	Cc1cc(C(=O)NCCCc2ccccc2)no1
6	3%	-2%	3	O=C(CCC(=O)NNC(=O)Nc1ccc(Cl)cc1)NCc1ccccc1
-14	0%	0%	?	O=C(NC12CC3CC(CC(C3)C1)C2)N1CCC(O)CC1
-3	-2%	-21%	38	COc1ccc(N(Cc2cc3cc(OC)ccc3[nH]c2=O)S(C)(=O)=O)cc1
.	.	-3%	11	c1ccc2c(c1)OCCOCCOCCOCCOc1ccccc1OCCOCCOCCO2
-6	-15%	-12%	-30	CC(C)(C)n1nnnc1C(c1ccc2ncccc2c1)N1CCSCC1 (stereo not drawn)
1	0%	0%	-2	COc1ccc(NC(=O)N2CCN(CCC#N)CC2)cc1
-26	-3%	5%	-11	CC(=C/c1ccccc1)/C=N/n1cnnc1
-17[1.84 µM]	-10%[11.4 µM]	-1%	-21	O=C(CN(C(=O)CCC(=O)Nc1nccs1)c1ccc2c(c1)OCO2)NCC1CCCO1 (stereo not drawn)

Other compounds follow.
IMPase cell inh	ALOX15B inhib	ALOX12 inhib	PNC inhibitor	canonical_smiles
8	-5%	-3%	22	CCn1c(SCC(=O)Nc2cccc(C)n2)nnc1-c1ccco1
10	-3%	-12%	?	O=C(CCc1c[nH]c2ccccc12)NCc1ccc2c(c1)OCO2
-7	-3%	4%	85	CCOC(=O)C(NC(=O)CC)(N1CCc2ccccc2C1)C(F)(F)F (stereo not drawn)
7	-5%	-2%	-9	NS(=O)(=O)c1ccc(NC(=O)CCC2CCCCC2)cc1
-2	6%	-5%	-3	N/C(Cc1cccs1)=N\OC(=O)COc1ccccc1
?	.	21%	141	CCOc1ccc2nc(SCc3cccc(C)c3)nc(C)c2c1
5	.	-3%	27	N#C/C(=C\c1ccco1)C(=O)Nc1cccc2ncccc12
3	22%	8%	44	COC(=O)C1=C(N)Oc2cc(C)[nH]c(=O)c2C1c1cccnc1 (stereo not drawn)
2	-5%	-2%	-18	COc1ccccc1C(=O)Nc1c(C)n(C)n(-c2ccccc2)c1=O
6	-27%	-1%	-13	CCOC(=O)c1sc(NC(=O)C2CC2)nc1C
2	.	5%	5	CC1=[N+](C)N(c2ccccc2)C(=O)C1N=Cc1c(Cl)cccc1Cl (stereo not drawn)
2	-5%	1%	?	CC(CCc1ccccc1)NC(=O)C1CCN(c2nnc(-n3cccc3)s2)CC1 (stereo not drawn)
7	-5%	5%	65	CN(C)c1cc(=O)n2c(n1)SCCC2
-12	-6%	3%	?	Cn1c(SCC(=O)Nc2ccccc2F)nnc1-c1cc2ccccc2o1
2	-4%	4%	55	CC(C)NC(=O)c1onc(CSc2ccc(F)cc2)c1C(=O)O

Next entries:
IMPase cell inh	ALOX15B inhib	ALOX12 inhib	PNC inhibitor	canonical_smiles
-2	.	1%	74	COc1ccccc1NC(=O)C1CCCN(c2cc(C)nc3ncnn23)C1 (stereo not drawn)
9	.	0%	?	CCNC(=S)N(CCc1ccccc1C)Cc1cc2cc(OC)c(OC)cc2[nH]c1=O
.	-13%	0%	.	CCCC/C=C/C(NC(=O)c1ccc(-c2ccccc2)cc1)c1ccccc1 (stereo not drawn)
5	0%	5%	21	COc1cc(C)nc(N2CCC(C(=O)NC3CCCCC3)CC2)n1
.	.	2%	5	O=C(CCC(=O)Nc1ccccc1Cl)NNC(=O)c1ccco1
2	-6%	1%	25	O=C(Nc1cnc2ccccc2c1)N1CCOCC1
6	-3%	-1%	36	COC(=O)c1ccc(=O)n(Cc2ccc3c(c2)OCO3)c1
18	-6%	-5%	.	O=Nc1c(-c2c(O)[nH]c3cc(Br)ccc23)[nH]c2ccccc12
4	-8%	-5%	1	CCOC(=O)CSc1nn(C)c(=S)s1
2	0%	3%	?	CCOC(=O)N1CCN(C(=O)C2CCN(S(=O)(=O)c3ccc(Br)s3)CC2)CC1
6	-4%	-3%	-114*	COc1ccccc1NS(=O)(=O)c1cc(Cl)ccc1OC
1	.	5%	-2	Cc1cccc(-c2cc(C(=O)N3CCCc4ccccc43)c3ccccc3n2)c1
-2	-2%	0%	4	COn1c(SCc2cccnc2)nc2ccccc2c1=O
-11	-3%	-14%	-7	Cc1sc2nc(C(C)Nc3ccccc3N3CCOCC3)[nH]c(=O)c2c1C (stereo not drawn)
3	7%	-6%	7	COc1cccc(C2=NOC(C(=O)Nc3ccc(OC)c(OC)c3)C2)c1 (stereo not drawn)

(further entries)
IMPase cell inh	ALOX15B inhib	ALOX12 inhib	PNC inhibitor	canonical_smiles
2	5%	-1%	29	O=C(CSc1nnc(-c2cccs2)o1)N1CCCCC1
4	.	-1%	264	O=C1CC(c2ccc(F)cc2)Sc2ccccc2N1 (stereo not drawn)
-1	15%	-5%	.	Fc1cccc(/C=N\N=C/c2cccc(F)c2)c1
7	39%[activator]	2%	-10	c1ccc(COc2ccc(Nc3ncnc4nc[nH]c34)cc2)cc1
.	-13%[11.4 µM]	1%[11.4 µM]	.	NC([N-]/N=C/c1ccccn1)=[S]=[Fe].O=S(=O)(O)O
7	13%	6%	?	CCN1CCN(C(c2cc(OC)ccc2OC)c2nnnn2Cc2ccccc2)CC1 (stereo not drawn)
0	4%	-7%	4	O=S(=O)(c1cccc2cccnc12)N1CCc2ccccc21
-9	-6%	-9%	-10	O=C(NCCOC(=O)c1ccc(C(=O)OCCNC(=O)c2ccccc2)o1)c1ccccc1
10	?	?	8	N#C/C(=C\c1ccc(O)c(O)c1)C(=O)NCCCc1ccccc1
7	.	1%	?	CCN(CC)c1ccc(/C=C2\CCC(/C=N/NC(=O)c3ccc(=O)n(C)c3)=C2N2CCOCC2)cc1
4	1%	-3%	36	CCCCCC(C(=O)O)C(C)CC(=O)NC1CCCCC1 (stereo not drawn)
.	.	-4%	7	CCc1ccccc1NC(=O)CN(C)C(=O)CSc1nnc(Nc2cccc(C)c2)s1
.	.	-2%	25	CC(=O)c1sc(N/N=C\c2ccc(C)cc2)nc1C
.	.	3%	-15	COc1cc(C(=O)NNC(=O)C2CC=CCC2C(=O)O)cc(OC)c1OC (stereo not drawn)
-2	-1%	-4%	41	CCOC(=O)c1ccccc1NC(=O)CN(c1ccccc1OCC)S(C)(=O)=O

Seven of these compounds, reformatted.
SMILES | IMPase cell inh | ALOX15B inhib | ALOX12 inhib | PNC inhibitor
NC([N-]/N=C/c1ccccn1)=[S]=[Fe].O=S(=O)(O)O | . | -13%[11.4 µM] | 1%[11.4 µM] | .
CCOC(=O)c1ccccc1NC(=O)CN(c1ccccc1OCC)S(C)(=O)=O | -2 | -1% | -4% | 41
c1ccc(COc2ccc(Nc3ncnc4nc[nH]c34)cc2)cc1 | 7 | 39%[activator] | 2% | -10
COc1cc(C(=O)NNC(=O)C2CC=CCC2C(=O)O)cc(OC)c1OC (stereo not drawn) | . | . | 3% | -15
N#C/C(=C\c1ccc(O)c(O)c1)C(=O)NCCCc1ccccc1 | 10 | ? | ? | 8
O=C(NCCOC(=O)c1ccc(C(=O)OCCNC(=O)c2ccccc2)o1)c1ccccc1 | -9 | -6% | -9% | -10
CCN(CC)c1ccc(/C=C2\CCC(/C=N/NC(=O)c3ccc(=O)n(C)c3)=C2N2CCOCC2)cc1 | 7 | . | 1% | ?

Later entries.
IMPase cell inh	ALOX15B inhib	ALOX12 inhib	PNC inhibitor	canonical_smiles
0	3%	-5%	-1	CC1=C(C(=O)Nc2ccccc2Cl)C(c2ccc(N(C)C)cc2)NC(=O)N1 (stereo not drawn)
0	-3%	-1%	25	Cc1nn(C)c(Cl)c1NC(=O)OCc1ccccc1
-13	8%	-10%	-24	CSc1nnc(-c2ccncc2)n1CCCN1CCCC1=O
20	10%	-9%	?	Cc1ccc(-c2nnc(SCC(=O)Nc3ccccc3N3CCOCC3)o2)cc1
.	.	-4%	-21	CC(C)CC(=O)Nc1ccc2nn(-c3ccccc3)nc2c1
